HADH2 inh: HADH2 (human) dehydrogenase inhibition | Q99714 | recombinant HADH2, NADH fluorescence, beta-hydroxybutyryl-CoA | Potency, µM (series often up to 57.1 µM), inactives show top-dose activity change, negative = inhibition, most hits filed as inhibitors | 73,000 tested, 3.4% active | AID 886; also: potency is read from the fitted curve at half-maximal effect; % is scaled to controls: 0 for no effect and ±100 for the full control effect; nearly all actives have a fitted effect of over 60% in size; many of its hits are not listed in these tables
Target sequence (Q99714 whole entry, looked up, one chain of several): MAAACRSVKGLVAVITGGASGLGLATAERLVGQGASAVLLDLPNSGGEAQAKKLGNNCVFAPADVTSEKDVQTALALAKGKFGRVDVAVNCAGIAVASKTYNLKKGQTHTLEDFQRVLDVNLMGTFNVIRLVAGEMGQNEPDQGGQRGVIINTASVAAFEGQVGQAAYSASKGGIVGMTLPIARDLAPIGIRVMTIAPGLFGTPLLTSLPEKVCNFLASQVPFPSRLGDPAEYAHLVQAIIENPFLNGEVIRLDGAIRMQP
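Read-out: 360 nm excitation, 450 nm emission, kinetic over 4 min. Conditions: His-tagged human HADH2 20 nM, pH 9.0 Tris with Tween-20, 1 mM NAD+, 90 uM beta-hydroxybutyryl-CoA.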
CRE-bla Fsk: alters forskolin-stimulated CRE reporter signaling in CHO cells | Potency, µM (series often up to 38.2 µM), without a hit: at the top dose activity change, negative = inhibition, actives largely listed as activators | CHO CRE-bla reporter (cAMP response element driving beta-lactamase), forskolin EC10, beta-lactamase ratio | 71,000 tested, 2.5% active; active = well fitted activation curve with a large enough effect in the signal ratio, with a control signal flat, not every such curve was filed as active; inconclusive = small, poorly fitted or top-dose-only effect, or effect the other way, or a change in a side signal; the % refers to the signal ratio; also: potency is read from the fitted curve at half-maximal effect; % of control where 0% means no effect
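CRE-bla CHO cells stimulated with EC10 NKH 477 (water-soluble forskolin) and compound titrations, 3 h at 37C; beta-lactamase read with CCF4 after 2 h at room temperature. Activity from 460/530 nm emission ratio, AC50 values for positive or negative modulation.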
15-hLO inh: blocks human 15-lipoxygenase activity; AID 887; purified 15hLO-1, xylenol orange hydroperoxide absorbance; 74,000 tested, 1.4% active; Potency, µM (titrated, usually from 57.1 µM), for inactives: at the top dose activity change, negative = inhibition, usual class: inhibitors; P16050; also: potency is read from the fitted curve at half-maximal effect; % is scaled to controls: 0 for no effect and ±100 for the full control effect; nearly all actives have a fitted effect of over 55% in size
Target sequence (P16050 whole entry, looked up): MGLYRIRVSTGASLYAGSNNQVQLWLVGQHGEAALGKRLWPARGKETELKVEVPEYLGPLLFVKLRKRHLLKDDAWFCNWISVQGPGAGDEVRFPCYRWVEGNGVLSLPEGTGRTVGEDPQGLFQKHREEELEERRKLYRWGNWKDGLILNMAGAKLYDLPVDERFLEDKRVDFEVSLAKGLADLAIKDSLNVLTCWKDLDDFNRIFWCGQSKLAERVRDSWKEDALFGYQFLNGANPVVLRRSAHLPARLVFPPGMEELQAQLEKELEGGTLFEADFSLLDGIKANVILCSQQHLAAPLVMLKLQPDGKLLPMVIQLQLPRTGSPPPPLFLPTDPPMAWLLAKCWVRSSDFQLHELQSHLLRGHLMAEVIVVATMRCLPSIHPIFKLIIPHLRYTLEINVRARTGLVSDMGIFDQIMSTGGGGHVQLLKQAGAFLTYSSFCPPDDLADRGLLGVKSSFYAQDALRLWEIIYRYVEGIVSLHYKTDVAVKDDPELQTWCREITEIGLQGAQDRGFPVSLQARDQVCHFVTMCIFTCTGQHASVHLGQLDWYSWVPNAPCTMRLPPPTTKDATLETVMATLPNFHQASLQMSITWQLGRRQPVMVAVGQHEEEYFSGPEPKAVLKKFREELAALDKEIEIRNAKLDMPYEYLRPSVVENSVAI
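Quantitative HTS in 25 mM Hepes pH 7.5 containing 0.01% Triton X-100: human 15hLO-1 at 40 nM, arachidonic acid at 50 uM, 6 min turnover. Product quantified via ferrous oxidation/xylenol orange, 573:405 nm absorbance ratio.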
Luciferase inh: firefly luciferase inhibition. P08659. purified firefly luciferase, luminescence, 8 min. 72,000 tested, 2.2% active. Potency, µM (top dose mostly 57.1 µM), for the others: at the highest dose activity change, negative = inhibition, usual class: inhibitors; also: potency is read from the fitted curve at half-maximal effect; % is scaled to controls: 0 for no effect and ±100 for the full control effect; nearly all actives have a fitted effect of over 40% in size
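Firefly luciferase (PKLight detection mix) with 10 uM ATP in pH 7.2 imidazole buffer (KCl, MgCl2, Tween 20, BSA). Compounds tested across a concentration series (qHTS). Luminescence read after 8 min at ambient temperature.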
TexasRed autofl: compounds fluorescent in Texas Red spectral region | Compound fluorescence, Texas Red channel, 547/618 nm; active compounds read high | max dye-equivalent concentration, M | 59,000 tested, 0.06% active | AID 587; in the data active = max dye-equivalent concentration above about 10 nM; inconclusive = between about 1.1 nM and that limit
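Texas Red-region profiling: compounds in 100 mM Tris pH 8.0 were read at 547/618 nm after 15 min at room temperature. Intensities were normalized against a six-point Texas Red standard series to give dye-equivalent concentration.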
ERK AVP block: blocks ERK signaling stimulated by vasopressin | HEK293-V1b, vasopressin-stimulated pERK AlphaScreen | Potency, µM (titrated, usually from 57.5 µM), for inactives: at the top dose activity, negative = inhibition, hits mostly inhibitors | 72,000 tested, 0.99% active; also: potency is read from the fitted curve at half-maximal effect; % is scaled to controls: 0 for no effect and ±100 for the full control effect; nearly all actives have a fitted effect of over 55% in size
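Phosphorylated ERK1/2 detected via AlphaScreen bead proximity in lysates of V1b-expressing HEK293 cells given 25 nM vasopressin for 5 min after 30 min compound exposure (37 °C). AC50 from Hill equation; basal DMSO 0%, vasopressin 100%.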
HBB splicing: modulators of hemoglobin beta chain splicing | HBB splicing reporter cell assay, activation; EGFP reporter with mutant IVS2-654 intron; response scale: normalised to 500 nM splice-correcting PNA | 65,000 tested, 0.06% active | Potency, µM (highest dose often 46.1 µM), inactives show at the top dose activation, usual class: activators; also: potency is read from the fitted curve at half-maximal effect; 0% is about no effect
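Compounds were applied for 2 days to HeLa EGFP-654 cells, 500/well in Optimem with 2% FCS. The reporter's EGFP is disrupted by mis-splicing of beta-globin intron IVS2-654. Readout: summed well GFP fluorescence from 488 nm laser scanning; reference was 500 nM antisense […] 654 PNA.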
Pol III holo inh: DNA polymerase III holoenzyme inhibition; Potency, µM (highest dose often 57.1 µM), inactives show top-dose activity change, negative = inhibition; 71,000 tested, 0.25% active; reconstituted DNA polymerase III holoenzyme replication, biochemical; also: potency is read from the fitted curve at half-maximal effect; % is scaled to controls: 0 for no effect and ±100 for the full control effect
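Reconstituted *E. coli* holoenzyme (0.35 nM Pol III, 1 nM beta, 154 nM SSB, 2 nM primase) was preincubated with compound for 15 min at RT. Synthesis on 1.4 nM ssM13Gori ran 35 min, then was stopped with PicoGreen/EDTA and read as dsDNA fluorescence.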
Hsp90 Hop PPI: changes Hsp90-Hop TPR2A binding signal, up or down; AlphaScreen TPR2A-His6 binding biotin-Hsp90 C-terminal peptide; Potency, µM (top dose mostly 57 µM), inactives show at the top dose activity change, negative = inhibition; AID 595; 71,000 tested, 0.44% active; active = well fitted curve in either direction with a large enough effect; inconclusive = small, poorly fitted or top-dose-only effect, or another doubt; also: potency is read from the fitted curve at half-maximal effect; % is scaled to controls: 0 for no effect and ±100 for the full control effect; many of its hits are not listed in these tables
Tau fil binding: binds recombinant human tau filaments; AID 596; recombinant tau filaments, thioflavin S fluorescence, 15 h; filaments grown with octadecylsulfate alongside compound; Potency, µM (titrated, usually from 57.1 µM), for inactives: at the top dose activity change, negative = inhibition; 71,000 tested, 2% active;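 also: potency is read from the fitted curve at half-maximal effect; % is scaled to controls: 0 for no effect and ±100 for the full control effect; actives lower thioflavin S fluorescence by blocking filaments or displacing dye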
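His-tagged recombinant human tau (exons 2, 3, 10; 1 uM final) fibrillized with 30 uM sodium octadecylsulfate, 15 h at 37 C, in pH 7.4 HEPES buffer with 10 uM thioflavine S and 5 mM DTT. Reduced ThS fluorescence (450/510 nm) marks activity.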
Rhodamine autofl: compound autofluorescence in rhodamine spectral region; max dye-equivalent concentration, M; Rhodamine-region fluorescence, 547/598 nm, Tris buffer; active compounds read high; 59,000 tested, 0.05% active; in the data active = max dye-equivalent concentration above about 11 nM; inconclusive = between about 1.1 nM and that limit
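Intensities are converted to rhodamine-equivalent concentration using a six-point rhodamine standard on each plate. Compounds sit 15 min at room temperature in 100 mM Tris buffer, pH 8.0; read uses the 547/598 nm excitation/emission pair.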
Starred values were filed as active, the others as inactive; i = inactive; ? = inconclusive; . = not tested or not shown; [ ] = remark or other dose. Unless noted, calls follow the shape of the dose curve; as a rule, active = well fitted curve in the direction sought with a large enough effect; inconclusive = small, poorly fitted or top-dose-only effect, or another doubt; inactive = no such curve, though single readings can be large; an effect the other way counts as inactive or inconclusive. Some of the compounds tested; the hit share may differ from the screen's.

SMILES	HADH2 inh	CRE-bla Fsk	15-hLO inh	Luciferase inh	TexasRed autofl	ERK AVP block	HBB splicing	Pol III holo inh	Hsp90 Hop PPI	Tau fil binding	Rhodamine autofl
CCCCN(C)C(=O)C1CCN(CCCc2ccccc2)CC1	11%	-6%	3%	4%	?	-2%	.	-4%	1%	-18%	i
Cc1ccc(-c2nc3ccccc3n3nnnc23)cc1	16µM*	-4%	8%	1%	i	0%	-0.6%	-7%	4%	-3%	i
CCOC(=O)N1CCN(C(=O)CCCN2C(=O)CSc3nc(C)cc(C)c32)CC1	4%	5%	2%	3%	?	-1%	0.1%	-5%	-20%	-7%	i
CSc1cccc(NC(=O)CN2C(=O)c3ccccc3S2(=O)=O)c1	4%	-4%	1%	-9%	.	5%	-0.1%	-5%	-3%	0%	.
Cc1occc1-c1nnc(SCC(=O)N2CCN(c3ccc(F)cc3)CC2)n1C	16%	-7%	0%	1%	i	-16%	.	2%	-3%	-11%	i
Cc1ccc(CSC2=Nc3ccccc3C3=NC(CC(=O)NCc4ccco4)C(=O)N23)cc1 (stereo not given)	?	?	?	-10%	i	38%[activator]	-0.9%	-10%	-21%	-12%	i
CC(C)CCN1C(=O)c2ccc(C(=O)NCC3CCCO3)cc2C1=O (stereo not given)	0%	-2%	10%	0%	i	-12%	-2.4%	-5%	-4%	1%	i
COC(=O)C(O)(NC(=O)NC(C)=O)C(F)(F)F (stereo not given)	4%	-9%	0%	-4%	i	1%	4.0%	-7%	-3%	-4%	i
COc1ccc(C)cc1NC(=O)c1nnn(Cc2cccc(F)c2)c1N	25µM*	7%	-9%	0%	.	-2%	-0.6%	2%	-7%[2.3 µM]	29%	.
CCC(Oc1ccccc1)C(=O)N1CCC(C(N)=O)CC1 (stereo not given)	-17%	2%	-14%	-17%	i	8%	6.8%	-2%	-2%	-6%	i
CCc1ccccc1N(CC(=O)Nc1cccc(N(C)S(C)(=O)=O)c1)S(C)(=O)=O	7%	-7%	7%	0%	?	-7%	-0.5%	-6%	-4%	-11%	i
CCc1nnc(N2CCN(c3ncnc4c3oc3ccccc34)CC2)s1	-19%	9%	-9%	-1%	i	-17%	-0.8%	-10%	-1%	23%	i

Compound profiles, from the list above. Screens in order: HADH2 inh, CRE-bla Fsk, 15-hLO inh, Luciferase inh, TexasRed autofl, ERK AVP block, HBB splicing, Pol III holo inh, Hsp90 Hop PPI, Tau fil binding, Rhodamine autofl
Profile of CC(C)CCN1C(=O)c2ccc(C(=O)NCC3CCCO3)cc2C1=O (stereo not given) = 0%, -2%, 10%, 0%, i, -12%, -2.4%, -5%, -4%, 1%, i
Profile of CCc1nnc(N2CCN(c3ncnc4c3oc3ccccc34)CC2)s1 = -19%, 9%, -9%, -1%, i, -17%, -0.8%, -10%, -1%, 23%, i
Profile of Cc1ccc(-c2nc3ccccc3n3nnnc23)cc1 = 16µM*, -4%, 8%, 1%, i, 0%, -0.6%, -7%, 4%, -3%, i
Profile of CCCCN(C)C(=O)C1CCN(CCCc2ccccc2)CC1 = 11%, -6%, 3%, 4%, ?, -2%, ., -4%, 1%, -18%, i

Next section
SMILES	HADH2 inh	CRE-bla Fsk	15-hLO inh	Luciferase inh	TexasRed autofl	ERK AVP block	HBB splicing	Pol III holo inh	Hsp90 Hop PPI	Tau fil binding	Rhodamine autofl
COc1cc(OC)cc(-c2cc3nc4c(c(N5CCN(c6cnccn6)CC5)n3n2)CCCC4)c1	?	1.6µM*	4%	-26%	?	-21%	0.2%[57.5 µM]	-6%	1%	29%	i
COCC(=O)Nc1cccc(Br)c1	-5%	?	-1%	-1%	?	1%	-0.1%	5%	0%	8%	i
CC(C(=O)Nc1ccccc1-c1ccccc1)N1CCN(C(=O)c2ccco2)CC1 (stereo not given)	-3%	?	12%	1%	i	-3%	2.1%	4%	-7%	-6%	i
CC1(C)CC(=O)C2=C(C1)NC(=O)CC2c1ccc(F)cc1 (stereo not given)	-7%	?	-2%	3%	i	9%	-2.6%	-8%	-1%	-4%	i
CN(C)c1ccc(/C=C/C(O)=C2/C(=O)N(C)C3(C)CC2c2ccccc2O3)cc1 (stereo not given)	-24%	?	-13%	-2%	i	7%	?	10%	?	426%	i
N#CC1=C2C=Cc3ccccc3N2CCCC1=O	0%	?	-7%	-15%	i	-19%	7.8%[0.369 µM]	-3%	-1%	-12%	i
O=C(CN1C(=O)C2C3C=CC(C3)C2C1=O)NCc1ccc2c(c1)OCO2 (stereo not given)	0%	-4%	10%	1%	i	4%	-0.6%	9%	-1%	3%	i
CN(C)c1ncc2nc(CCc3ccccc3)c(=O)n(C3CC3)c2n1	13%	3.2µM*	-27%	-6%[11.4 µM]	i	-7%	0.4%	-3%	3%	17%	i
COC(=O)c1ccc(C(NC(=O)OCc2ccccc2)/C(I)=C/[C@@H](C)C(=O)NCc2ccc(OC)c(O)c2)cc1 (stereo not given in full)	-6%	-9%	-6%	.	.	-16%	0.2%	-2%	-6%	56%	.
COc1ccc(S(=O)(=O)N2CCC(C(N)=O)CC2)c2ccccc12	12%	5%	9%	1%	i	-26%	0.1%	-7%	1%	2%	i
CCOCCCn1c(SCC(=O)Nc2ccc(C(N)=O)cc2)nc2ccccc2c1=O	5%	15%	34%[activator]	1%	i	8%	0.0%[57.5 µM]	1%	-2%	312%	i
O=C(NCCN1CCCCC1)c1c(O)c2ccccc2[nH]c1=O	10%	-9%	16%	-1%	i	-25%	3.3%[0.369 µM]	-4%	-5%	8%	i
Oc1ccc(-c2nc3ncccn3c2Nc2ccc3c(c2)OCO3)cc1	?	?	10µM*	-16%	i	?	-1.9%	0%	-30%	-26%	i
CCc1ccc(C(=O)N2CCN(c3ccc(F)cc3)CC2)s1	-7%	-15%	-6%	0%	i	2%	-0.7%	-4%	-3%	-15%	i
CCCCOC(=O)CSc1nc(N)c(C#N)c(-c2ccc(OCC)cc2)c1C#N	?	15%	-25%	0%	?	6%	2.2%	1%	1%	10%	i
O=c1c2ccccc2nc(SCc2cn3ccsc3n2)n1-c1ccccc1	4%	1.3µM*	-21%	1%	?	-26%	-0.6%	-3%	-14%	4%	i
COCCn1c(=O)c(-c2cccs2)nc2cnc(Oc3ccccc3)nc21	52%[activator]	?	-11%	1%[11.4 µM]	i	42%[activator]	-0.2%	-2%	?	?	i
COc1ccccc1OCc1ccc(C(=O)NC(C)(C)C)o1	-12%	-1%	-4%	1%	i	23%	-1.5%	-3%	0%	0%	i
Cc1[nH]nc2nc(SCC(=O)NCC3CCCO3)n(-c3ccc(Br)cc3)c(=N)c12 (stereo not given)	4%	7.9µM*	1%	-1%	i	17%	-1.2%	13%	1%	7%	i
COc1ccc2cc3cc(C(=O)NCCN4CCc5ccccc5C4)oc3nc2c1	7.9µM*	?	-25%	-1%	i	6%	-0.2%	-2%	-5%	-1%	i
CC(C)C(NS(=O)(=O)c1cccc2nsnc12)C(=O)N1CCc2ccccc2C1 (stereo not given)	5%	-23%	-2%	1%	i	22%	-1.7%	-2%	2%	?	i
COc1ccccc1Cn1nnc2c(=O)[nH]c(C3CCN(C(=O)c4ccc(C)cc4)CC3)nc21	8%	15%	?	0%	i	?	-0.7%	-7%	-7%	23%	i
COc1ccc(CCNC(=O)C2(C)CCC(=O)N2Cc2ccc3c(c2)OCO3)cc1OC (stereo not given)	-3%	0%	0%	3%	.	-9%	-0.9%	-5%	-3%[2.3 µM]	-11%	.
c1ccc(OCCOc2ncnc3sccc23)cc1	3%	?	3%	1%	i	-9%	2.1%	-4%	-1%	6%	i
CCCn1c(=O)c(C(=O)NCc2ccncc2)c(O)c2ccccc21	2%	23%	14%	-15%	i	-2%	0.0%[57.5 µM]	2%	0%	5%	i

Assay outcomes from PubChem BioAssay.
